Bioassay records: PubChem, several laboratories
GSH fluor = compound fluoresces at 488/530 nm on GSH beads; GSH beads flow cytometry, compound fluorescence 488/530 nm; stronger effect = higher value; fluorescence (KMESF) at 10 µM; actives 0.25% (n = 190,000); in the data active means fluorescence above about 89;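 further: glutathione beads carrying GST-tagged Bcl family fusion proteins plus one bare bead set; values are compound well signal with DMSO vehicle wells as background; inactives centre near 16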
Pf gametocyte = inhibitors of late stage P. falciparum gametocyte viability; P. falciparum stage V gametocytes, ATP luminescence, 24 h; inhibition, % at 10.9 µM; actives 0.065% (n = 150,000); AID 743093;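 active means inhibition above the mean plus 3 SD of compounds within the control limits, set per campaign, cut at about 38% in these data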;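 further: 0% = DMSO wells and 100% = medium only without gametocytes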
RGS4-Gao reg = modulates binding of RGS4 to human Galphao; actives 0.33% (n = 220,000); Multiplexed bead flow cytometry; actives lie on both sides; AID 1415; P09471; binding response (% of control), % at 10 µM; in the data active means binding response below about 49% or above about 150%; inactive means in between;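 further: fluorescent Galphao activated with aluminum fluoride binding bead-coupled RGS4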
Mcl1-Noxa inh = disrupts binding of human Mcl-1 to Noxa peptide. TR-FRET Mcl-1/Noxa peptide binding, 2 h. actives 1.5% (n = 220,000). inhibition, % at 21.7 µM;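 active means compounds that cut the protein-peptide binding signal by more than 50% relative to plate controls in a single-dose test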;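 further: His-tagged Mcl-1 with rhodamine Noxa BH3 peptide and terbium anti-His antibody; 0% = Mcl-1 plus Noxa peptide wells and 100% = peptide-only wells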
RGS7-Gao = modulates binding of RGS7 to human Galphao. P09471. Multiplexed bead flow cytometry; actives lie on both sides. binding response (% of control), % at 10 µM. actives 0.35% (n = 220,000). AID 1439; in the data active means binding response below about 49% or above about 150%; inconclusive means no clear call, values can overlap the other calls; inactive means in between;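 further: fluorescent Galphao held in activated GDP-AlF4 state binding bead-coupled RGS7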
ABCB1 inh = blocks JC-1 efflux by human ABCB1 transporter; P08183; CCRF-Adr cells, flow cytometry; inhibition, % at 6.6 µM; actives 0.067% (n = 190,000); AID 1326; in the data active means inhibition above about 40%;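 further: 0% = vehicle and 100% = reference inhibitor; higher value means more JC-1 retained so stronger ABCB1 efflux block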
Target sequence (P08183 whole entry, looked up): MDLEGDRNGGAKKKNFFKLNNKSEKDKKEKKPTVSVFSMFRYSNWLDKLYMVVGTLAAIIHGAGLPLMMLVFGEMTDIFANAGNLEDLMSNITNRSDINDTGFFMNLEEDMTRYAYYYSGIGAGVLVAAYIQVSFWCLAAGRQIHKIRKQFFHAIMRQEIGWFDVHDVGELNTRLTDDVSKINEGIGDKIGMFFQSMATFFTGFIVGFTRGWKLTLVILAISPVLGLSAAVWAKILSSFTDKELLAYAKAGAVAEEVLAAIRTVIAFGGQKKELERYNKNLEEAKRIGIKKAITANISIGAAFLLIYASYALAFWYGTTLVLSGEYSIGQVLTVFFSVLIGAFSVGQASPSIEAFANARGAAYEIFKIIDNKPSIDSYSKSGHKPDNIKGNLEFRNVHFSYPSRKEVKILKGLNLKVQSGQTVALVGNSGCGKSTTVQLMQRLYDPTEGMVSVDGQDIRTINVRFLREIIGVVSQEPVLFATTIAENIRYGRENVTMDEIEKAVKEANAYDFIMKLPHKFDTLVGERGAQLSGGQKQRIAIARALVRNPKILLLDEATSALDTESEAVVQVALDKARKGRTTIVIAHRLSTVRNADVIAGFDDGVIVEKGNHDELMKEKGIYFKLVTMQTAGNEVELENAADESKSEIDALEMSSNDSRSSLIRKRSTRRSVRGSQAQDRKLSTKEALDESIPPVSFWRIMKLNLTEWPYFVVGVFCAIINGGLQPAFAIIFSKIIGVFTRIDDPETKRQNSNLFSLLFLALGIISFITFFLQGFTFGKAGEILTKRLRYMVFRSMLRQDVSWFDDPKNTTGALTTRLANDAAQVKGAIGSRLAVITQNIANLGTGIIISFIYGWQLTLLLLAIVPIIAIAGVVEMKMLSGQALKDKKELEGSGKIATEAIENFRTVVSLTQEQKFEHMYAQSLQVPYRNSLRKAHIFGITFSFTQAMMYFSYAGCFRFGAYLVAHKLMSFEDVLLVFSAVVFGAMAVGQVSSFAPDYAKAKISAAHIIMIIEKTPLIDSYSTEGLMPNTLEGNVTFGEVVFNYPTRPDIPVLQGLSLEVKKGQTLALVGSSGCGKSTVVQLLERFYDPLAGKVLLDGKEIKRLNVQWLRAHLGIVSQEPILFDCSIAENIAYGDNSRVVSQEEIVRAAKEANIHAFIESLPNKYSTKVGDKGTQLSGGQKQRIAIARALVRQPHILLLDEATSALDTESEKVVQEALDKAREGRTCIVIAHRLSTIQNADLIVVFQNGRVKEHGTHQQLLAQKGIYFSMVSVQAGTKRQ
Mcl-1 Bim block = inhibitors of Bim-Mcl-1 interaction, human; AID 1009; Q07820; inhibition, % at 10 µM; Bead-based flow cytometry, Bim peptide-Mcl-1 binding; actives 0.1% (n = 190,000); in the data active means inhibition above about 40%;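 further: 0% = no compound tracer wells and 100% = peptide blocker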
ABCG2 inh = human ABCG2 inhibition, ABCB1 as counter-screen. inhibition, % at 6.6 µM. Q9UNQ0. actives 0.1% (n = 190,000). IgMXP3 cells, JC-1 efflux, flow cytometry;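 active means inhibition above 80%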;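 further: 0% = DMSO and 100% = nicardipine control wells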
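Test system: IgMXP3 (ABCG2) plus far-red-tagged CCRF-Adr (ABCB1) cells. Reagent: JC-1 dye as substrate. Timing: 10 min exposure at 25 °C with rotation, no wash. Measured by: flow cytometric JC-1 green MFI at 530 nm. Read-out: percent efflux inhibition, scaled nicardipine 100% to DMSO 0%. Control set: nicardipine and DMSO wells.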
Mcl1-Bid inh = Mcl-1/Bid interaction inhibition; TR-FRET Mcl-1/Bid-Dy647 peptide binding, 1536-well; AID 1021; inhibition, % at 21.7 µM; actives 0.97% (n = 220,000);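 active means compounds that cut the binding signal by more than half at the single screening dose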;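 further: His-tagged Mcl-1 with europium anti-His antibody binding Bid BH3 peptide; 0% = Mcl-1 plus peptide wells and 100% = peptide-only wells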
Avidin fluor = avidin bead compound fluorescence profile. actives 0.38% (n = 220,000). fluorescence (KMESF) at 10 µM. Avidin beads, compound fluorescence 488/530 nm, flow cytometry; stronger effect = higher value. AID 1775; in the data active means fluorescence above about 47; further: inactives centre near 10
RGS8-Gao reg = regulators of human RGS8-Galphao interaction | P09471 | multiplexed bead flow cytometry, RGS8-Galphao binding; actives lie on both sides | response (percent of control binding), % at 10 µM | actives 0.34% (n = 220,000) | AID 1423; in the data active means response below about 60% or above about 140%; inactive means in between;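 further: Galphao activated as the GDP aluminium fluoride complex binding bead-coupled RGS8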
An asterisk follows results filed as active; u = inconclusive; x = not tested or not shown.

SMILES	GSH fluor	Pf gametocyte	RGS4-Gao reg	Mcl1-Noxa inh	RGS7-Gao	ABCB1 inh	Mcl-1 Bim block	ABCG2 inh	Mcl1-Bid inh	Avidin fluor	RGS8-Gao reg
CC(Nc1nc2ncn(Cc3ccccc3)c2c(=O)[nH]1)C(=O)O (stereo unspecified)	12	x	108	0	107	0.3	1	2	-16	29	117
CCNC(=O)/C(=C/c1cccc([N+](=O)[O-])c1)NC(=O)c1ccc(C)cc1	18	x	102	-2	101	0.0	-3	0	-14	8	101
COC(=O)c1ccc2c(c1O)C(=O)c1ccccc1C2=O	2	x	99	58*	101	0.2	3	1	48	7	100
COc1ccc(N=c2oc3cc(O)ccc3cc2C(=O)NCC2CCCO2)c(OC)c1 (stereo unspecified)	21	7	104	-12	100	0.1	0	0	-17	20	104
Cn1c(CSCc2ccc(F)cc2)nnc1SCC(=O)N1CCN(c2ccccc2)CC1	17	x	103	19	100	0.6	-1	2	-19	34	99
CCOC(=O)C1CCN(C(=O)CN(c2ccc(OC)cc2)S(=O)(=O)c2c(C)nn(C)c2C)CC1	16	x	101	-1	104	-0.2	-4	-1	-1	28	100
CCN1C(=O)C(CC(=O)Nc2ccccc2)N(Cc2ccccn2)C1=S (stereo unspecified)	13	-13	97	2	99	0.2	2	1	41	x	99
Cc1noc(C)c1CN(C(=S)NC1CC2CCC1C2)c1ccccc1 (stereo unspecified)	18	-23	101	-7	u	1.8	0	2	-51	11	102
O=C1CC(c2ccc(O)c(O)c2)Oc2c1ccc(O)c2O (stereo unspecified)	x	x	96	106*	u	x	x	x	-86	7	91
CCc1ccc(NC(=O)c2cccnc2)cc1	58	-5	102	-2	101	0.6	4	5	-23	11	101
CN1CCN(CC(=O)N2CCn3c4c(c5cc(C6CCCCC6)ccc53)CCCC42)CC1 (stereo unspecified)	28	x	131	6	131	0.5	0	1	-32	20	139
C=CCNC(=S)Nc1nc2c(cc1C(=O)OCC)COC(C)(C)C2	x	-13	96	-2	u	x	x	x	-72	4	99
Cn1cc(-c2ccc(Cl)cc2)cc(C#N)c1=O	19	14	97	10	99	-0.3	3	10	-9	9	102
COCCn1c(SCC(=O)NCCc2ccccc2)nnc1-c1ccco1	35	x	101	9	99	-0.2	0	0	-14	6	100
Cn1c(=O)c2c(nc(Oc3ccc4ccccc4c3)n2C)n(C)c1=O	32	x	98	-12	97	0.6	2	2	-9	5	101
Cc1ccc(-c2noc(-c3ccccc3Br)n2)cc1	22	-17	104	-8	105	0.8	1	7	-1	27	106
COc1ccccc1CN1C(=O)[C@@H]2C(CC(N)=O)NC3(C(=O)Nc4c3ccc(Cl)c4C)[C@@H]2C1=O (stereo partly specified)	22	-7	95	0	99	0.0	0	0	-32	14	98
O=C(c1ccccc1Cl)N1CCSCC1	x	0	100	-6	u	x	x	x	-10	6	100
Cc1nc(SC2CC(=O)N(c3ccc([N+](=O)[O-])cc3)C2=O)nc2c1CCCC2 (stereo unspecified)	25	17	95	4	97	1.2	-3	4	-4	12	99
COc1ccc(S(=O)(=O)N(CC(=O)O)c2ccccn2)cc1	32	x	104	1	101	-1.4	-5	-9	-8	11	104
O=C(Nc1ccc(NC(=O)c2ccncc2)cc1)c1ccncc1	x	x	99	5	u	x	x	x	-18	7	101
CCOc1ccccc1-c1nc(C(N)=O)c2[nH]c(=O)n(-c3cccc(C)c3)c2n1	22	x	95	10	100	2.4	4	7	-1	22	99
O=C(/C=C/Nc1cccc(F)c1)c1ccco1	40	-2	103	-3	102	0.4	-2	3	87*	12	105
Cc1cc(C)n(C(=O)c2nn(C)c(C)c2[N+](=O)[O-])n1	10	-15	101	-16	101	0.3	-2	-2	-1	20	101
CC(C)(C)NC(=O)NC(=O)COC(=O)COc1ccc(Cl)cc1Cl	11	x	103	-13	104	0.5	-1	2	-11	25	106
Cc1ccc(OC(=O)c2cc(=O)c3ccccc3o2)cc1	15	7	99	31	96	0.5	-1	10	-17	13	98
CCOC(=O)C(=O)N(CC)C1CCS(=O)(=O)C1 (stereo unspecified)	x	11	106	4	u	x	x	x	3	9	102
Cc1cc(OCC(=O)Nc2ccc(N3CCN(C(=O)c4ccco4)CC3)cc2)cc(C)c1Cl	26	12	95	15	98	1.1	0	6	57*	11	99
O=C(COC(=O)CNC(=O)C1CCCCC1)Nc1ccc2c(c1)OCCO2	11	16	98	14	100	0.4	7	9	-27	6	103
Cn1cc(CN2CCc3c([nH]c4ccccc34)C2C(C)(C)C)cn1 (stereo unspecified)	16	-5	98	5	101	1.2	-2	2	-46	7	100
O=C(O)c1ccccc1/C=N/Nc1ccc(S(=O)(=O)N2CCCC2)cc1[N+](=O)[O-]	x	-1	100	18	u	x	x	x	10	6	100
CCCC(=O)Nc1sc2c(c1C#N)CCCCC2	16	x	98	-4	101	0.0	-1	0	-15	5	98
CCOc1ccc(-n2c(SCc3ccc(C(=O)OC)o3)nc3c(c2=O)SCC3)cc1	36	-26	98	13	99	16	0	8	-4	13	100
COC(=O)C1(C)Cc2cc(OC(C)=O)c(OC(C)=O)cc2N1 (stereo unspecified)	x	x	102	0	u	x	x	x	-130	8	102
CCN1CCN(C(=O)C2c3cc(OC)c(OC)cc3C(=O)N(C)C2c2ccc(SC)cc2)CC1 (stereo unspecified)	19	2	101	0	103	-0.5	0	-2	-20	29	103
CS(=O)(=O)N(CC(=O)Nc1ccccc1C(=O)NCc1ccco1)c1ccc2c(c1)OCCO2	27	4	98	14	94	0.2	0	1	-50	5	99
COc1ccc(/C=N/NC(=O)C2C(=O)NCC2c2ccccc2)c(OC)c1 (stereo unspecified)	9	x	100	0	95	0.2	-5	1	-5	4	97
COc1ccc(C(=O)NCCc2nc3cc([N+](=O)[O-])ccc3n2C)cc1	x	7	88	-6	u	x	x	x	37	3	92
COc1ccc(CCN(Cc2nc(-c3ccccc3)no2)Cc2nc(-c3ccccc3)no2)cc1OC	29	-3	99	-14	98	1.1	-1	5	6	9	100
Cc1ccc(Nc2nnc(SCC(=O)Nc3cccnc3Cl)s2)cc1C	10	8	105	31	105	1.8	-4	13	-3	12	108
O=C(OC(C(=O)NCC1CCCO1)c1ccccc1F)c1ccco1 (stereo unspecified)	16	x	103	-4	101	0.5	0	2	4	8	103
Nc1nc(SCC(=O)Nc2ccc(Cl)cn2)n[nH]1	8	x	97	-5	100	0.1	1	1	-25	16	107
CCOC(=O)c1sc(=S)n(-c2ccccc2Cl)c1C	x	-7	88	-8	u	x	x	x	-8	7	102
CC(C)NC(=O)c1cc(=O)n(C)c(=O)n1C	22	x	106	-18	102	2.1	-1	7	-12	9	103
O=C(NCc1ccc(Cl)cc1)c1ncn[nH]1	20	7	103	6	107	0.5	1	0	-12	6	103

Exported with two lines to a compound: two of the compounds above.
Value order – GSH fluor, Pf gametocyte, RGS4-Gao reg, Mcl1-Noxa inh, RGS7-Gao, ABCB1 inh, Mcl-1 Bim block, ABCG2 inh, Mcl1-Bid inh, Avidin fluor, RGS8-Gao reg
- CCOc1ccc(-n2c(SCc3ccc(C(=O)OC)o3)nc3c(c2=O)SCC3)cc1
  36, -26, 98, 13, 99, 16, 0, 8, -4, 13, 100
- COc1ccc(C(=O)NCCc2nc3cc([N+](=O)[O-])ccc3n2C)cc1
  x, 7, 88, -6, u, x, x, x, 37, 3, 92

Additional records follow:
SMILES	GSH fluor	Pf gametocyte	RGS4-Gao reg	Mcl1-Noxa inh	RGS7-Gao	ABCB1 inh	Mcl-1 Bim block	ABCG2 inh	Mcl1-Bid inh	Avidin fluor	RGS8-Gao reg
O=C(N/C=C\c1ccccc1)NCc1ccc(Cl)cc1Cl	13	26	102	-1	99	-0.2	0	0	-11	37	99
Cc1ccc(C(=O)NCCCn2ccnc2)cc1[N+](=O)[O-]	9	x	98	7	104	1.8	-1	8	-8	10	103
COc1ccccc1CC(=O)Nc1ccc2nc(C)sc2c1	11	13	106	13	103	0.1	-5	6	-12	20	114
Cc1ccc(C2C3=C(CC(C)(C)CC3=O)Nc3[nH]c(=S)[nH]c(=O)c32)cc1 (stereo unspecified)	25	11	98	22	99	-0.7	-1	-2	-20	9	92
CCOC(=O)C1CCN(C(=O)N2CCOCC2)CC1	32	x	96	6	95	0.7	-2	1	2	15	100
CNC(=O)c1c(Br)cnn1-c1ccc(C)cc1	11	-6	105	-9	101	1.5	-3	11	-11	9	99
CC(=O)N1CCC(N2CCN(Cc3ccc(C)cc3)C(CCO)C2)CC1 (stereo unspecified)	13	5	100	12	u	1.5	0	3	-40	9	100
Cc1ccc2c(ccc(=S)n2C)c1	11	x	98	-12	102	-0.5	0	0	-29	10	95
CCN(CC)S(=O)(=O)c1cccc(NC(=O)COC(=O)c2n[nH]c(=O)c3ccccc23)c1	17	-23	100	14	102	1.0	6	10	-1	11	100
CCOC(=O)c1c(NC(=O)CSc2nnc(C)s2)sc2c1CCCCC2	12	x	99	-6	97	0.6	-2	3	2	42	99
O=[N+]([O-])c1ccc(C2CCCC/C2=N/OCc2ccc(F)cc2)c([N+](=O)[O-])c1 (stereo unspecified)	24	17	93	-27	98	0.1	0	0	-28	5	101
O=c1oc2ccccc2c(O)c1CN1CCCCC1	30	-6	99	-2	100	-0.3	-3	-6	-8	22	98
Cc1ccc(-c2nnnn2CS(=O)(=O)c2ccccc2)cc1	23	x	105	6	104	0.2	-2	0	-9	9	100
O=C(CC12CC3CC(CC(C3)C1)C2)Nc1ccc2c(c1)COC2=O	25	x	98	-13	100	-0.1	-2	56	0	16	99
COC(=O)c1c(C)oc2ccc(NS(=O)(=O)c3cccs3)cc12	41	-22	101	-3	102	0.4	-2	1	-12	8	103
COc1ccc(-c2nn(-c3ccccc3)cc2CO)cc1OC	27	x	91	-1	93	0.6	1	7	-8	16	97
COCCN(C(=S)Nc1ccc(C)cc1C)C(C)c1cccs1 (stereo unspecified)	12	6	102	-18	97	-0.8	0	22	-33	7	102
Cc1ccc(C(=O)NCc2ccco2)cc1[N+](=O)[O-]	23	x	101	-10	98	0.2	-2	7	-27	12	100
CSCCC(NS(=O)(=O)c1ccc(Cl)cc1)C(=O)OCC(=O)N(C(C)C)C(C)C (stereo unspecified)	37	x	101	0	99	1.4	-4	20	-37	16	99
CCN(CC)c1ccc(C=Nc2ccccc2)c(O)c1	17	-11	90	24	96	0.2	1	0	-21	4	99
Clc1ccc(OCc2nn3c(-c4ccccc4)nnc3s2)c(Cl)c1	49	18	90	-4	94	-0.2	0	1	-18	7	101
Cc1c(-n2c(SCC(=O)C(C)(C)C)nc3ccccc3c2=O)c(=O)n(-c2ccccc2)n1C	14	5	103	0	u	1.4	-1	3	-28	10	101
Cc1cc(C)nc(SCc2cn3cc(Cl)ccc3n2)n1	10	-4	91	19	102	1.0	-4	9	3	5	94
CC(NC(=O)CCc1nnc(C2CCCCC2)o1)c1ccc(F)cc1 (stereo unspecified)	8	-2	93	17	95	1.9	-4	6	-11	2	104
CCC(CC)NC(=O)COC(=O)c1cccc(C)c1O	262*	x	95	-10	94	0.1	-9	0	-18	4	84

This is a random part of the collection, and some 3.3% of all compounds hit somewhere here.
